Screening results as filed in PubChem.
Menin-MLL TR inh: menin-MLL binding inhibition, Texas Red mutant peptide; Potency, µM (doses to about 61.6 µM), for the others: at the highest dose FP activity change, negative = inhibition, most hits filed as inhibitors; AID 1768; 0.23% of 270,000 active; Menin + Texas Red MLL mutant peptide, fluorescence polarization; active means well fitted inhibition curve with a large enough effect in the polarisation, with a control signal flat, not every such curve was filed as active; inconclusive means small, poorly fitted or top-dose-only effect, or effect the other way, or a change in a side signal; inactive means no such curve, though single readings can be large or run the other way; the % refers to the polarisation; further: potency means the concentration at half of the fitted maximal effect; % of control where 0% means no effect; many of its hits are not listed in these tables
TSHR antagonist: blocks TSH signaling through the human TSH receptor; P16473; TSHR-expressing cells, TSH-stimulated cAMP HTRF, 2 h; active compounds read low; activity change, negative = inhibition, % at 11.5 µM; 0.2% of 330,000 active; AID 504810;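 active means activity change below a set negative limit, meaning inhibition stronger than a set level, cut at about -70% in these data; inconclusive means activity change between two set negative limits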; further: on the % scale 0 is the no-effect control and ±100 the full control effect
Target sequence (P16473 whole entry, looked up): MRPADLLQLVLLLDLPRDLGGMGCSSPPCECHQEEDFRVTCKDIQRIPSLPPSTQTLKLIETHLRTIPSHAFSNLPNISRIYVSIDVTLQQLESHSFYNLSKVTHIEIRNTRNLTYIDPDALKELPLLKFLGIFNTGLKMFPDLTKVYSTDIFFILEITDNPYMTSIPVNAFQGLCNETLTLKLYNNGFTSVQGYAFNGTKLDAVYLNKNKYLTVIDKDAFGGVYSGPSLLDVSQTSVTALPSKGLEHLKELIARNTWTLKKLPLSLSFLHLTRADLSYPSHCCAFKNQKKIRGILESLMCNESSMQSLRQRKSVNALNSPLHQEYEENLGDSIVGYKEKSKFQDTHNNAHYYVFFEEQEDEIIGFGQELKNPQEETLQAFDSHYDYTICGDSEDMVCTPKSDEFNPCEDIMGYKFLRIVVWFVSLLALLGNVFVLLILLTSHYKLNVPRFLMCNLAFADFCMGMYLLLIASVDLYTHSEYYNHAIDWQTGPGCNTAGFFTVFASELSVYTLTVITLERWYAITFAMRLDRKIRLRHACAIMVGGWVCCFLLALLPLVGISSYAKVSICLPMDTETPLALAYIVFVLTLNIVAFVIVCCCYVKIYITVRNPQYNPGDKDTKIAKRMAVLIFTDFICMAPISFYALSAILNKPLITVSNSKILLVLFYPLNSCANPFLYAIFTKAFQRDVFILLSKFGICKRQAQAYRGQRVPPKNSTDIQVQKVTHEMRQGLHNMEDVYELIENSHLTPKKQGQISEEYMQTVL
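TSHR-expressing cells, 200/well, pre-treated with compound, then stimulated with EC80 TSH (4nM final) for 2 hours at 37 deg C. cAMP measured by competitive HTRF: anti-cAMP cryptate antibody in lysis buffer plus cAMP-d2, read after 30 minutes at room temperature.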
A-T KAP1 phos: potential ataxia-telangiectasia treatments restoring KAP-1 phosphorylation; AID 485349; […] A-T fibroblasts, KAP-1 phosphorylation AlphaLISA; neocarzinostatin DNA damage 30 min before lysis; Potency, µM (doses to about 57.5 µM), inactives show at the highest dose activation, hits mostly activators; 0.19% of 320,000 active; further: potency means the concentration at half of the fitted maximal effect; % of control where 0% means no effect; nearly all actives have a fitted effect of over 45% in size
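hTERT-immortalized A-T patient fibroblasts ([…]), 500 cells/well in OPTI-MEM, 1% FBS, got compounds for 60 min, then NCS for 30 min at 37C. Lysates were then assayed for phospho-KAP-1 by AlphaLISA (anti-pKAP1 donor, anti-KAP1 acceptor beads), 6 hr at 25C.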
CXXC DNA block: blocks binding of human MLL CXXC domain to DNA; MLL-CXXC / FITC-HOXA9 DNA fluorescence polarization; 0.037% of 290,000 active; AID 2662; Potency, µM (doses to about 115 µM), inactives show at the top dose activity change, negative = inhibition, actives largely listed as inhibitors; Q03164; active means well fitted inhibition curve with a large enough effect in the polarisation, with a control signal flat, not every such curve was filed as active; inconclusive means small, poorly fitted or top-dose-only effect, or effect the other way, or a change in a side signal; inactive means no such curve, though single readings can be large or run the other way; the % refers to the polarisation; further: potency means the concentration at half of the fitted maximal effect
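Purified MLL-CXXC (added from a 7 uM solution) was preincubated 5 min at ambient with pinned compounds in 50 mM Tris-HCl pH 7.5, 50 mM NaCl, 1 mM DTT, 0.05% BSA. Fluorescein-labeled HOX-A9 DNA (50 nM solution) followed, 30 min, then polarization read.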
PTAP TSG101 blk: blocks PTAP/TSG101 interaction to inhibit HIV-1 budding; Potency, µM (top dose mostly 115 µM), for inactives: at the highest dose activity change, negative = inhibition, usual class: inhibitors; Fluorescence polarization, FITC-PTAP peptide / Tsg101 binding; AID 493005; Q99816; 340,000 tested, under 10 active; active means well fitted inhibition curve with a large enough effect in the main read-out, with a control signal flat, not every such curve was filed as active; inconclusive means small, poorly fitted or top-dose-only effect, or effect the other way, or a change in a side signal; inactive means no such curve, though single readings can be large or run the other way; further: potency means the concentration at half of the fitted maximal effect; % of control where 0% means no effect
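Compounds were pin-transferred onto Tsg101 binding domain (10 uM final) in HEPES pH 7.5 buffer, then FITC-PTAP peptide was added at 50 nM final. After 20 min at RT, polarization reported peptide displacement across a qHTS concentration series.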
Integrin act MD: activates integrin-mediated alleviation for muscular dystrophy; 0.064% of 350,000 active; Potency, µM (top dose mostly 38.3 µM), without a hit: at the top dose activation, hits mostly activators; alpha7betagal myoblasts, beta-gal FDG fluorescence, 48 h;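 further: potency means the concentration at half of the fitted maximal effect; 100% = response of the positive control SU9516; nearly all actives have a fitted effect of over 60% in size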
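Alpha7betagal+/- myoblasts (passage 13) were plated 16-24 hr, then exposed to compounds (1:260 dilution of DMSO stock) for 48 hours at 37C. After MPER lysis, β-galactosidase reporter activity was read as FDG fluorescence (ex 480/em 540) after 30 minutes.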
MBNL1-CUG inh: blocks human MBNL1 binding to CUG repeat RNA; TR-FRET MBNL1-His/biotin-(CUG)12 binding, 665/545 ratio; Potency, µM (titrated, usually from 57.5 µM), inactives show top-dose activity change, negative = inhibition, most hits filed as inhibitors; 0.036% of 280,000 active; AID 2675; active means well fitted inhibition curve with a large enough effect in the signal ratio, with a control signal flat, not every such curve was filed as active; inconclusive means small, poorly fitted or top-dose-only effect, or effect the other way, or a change in a side signal; inactive means no such curve, though single readings can be large or run the other way; the % refers to the signal ratio; further: potency means the concentration at half of the fitted maximal effect; on the % scale 0 is the no-effect control and ±100 the full control effect
Target sequence (Q9NR56 whole entry, looked up): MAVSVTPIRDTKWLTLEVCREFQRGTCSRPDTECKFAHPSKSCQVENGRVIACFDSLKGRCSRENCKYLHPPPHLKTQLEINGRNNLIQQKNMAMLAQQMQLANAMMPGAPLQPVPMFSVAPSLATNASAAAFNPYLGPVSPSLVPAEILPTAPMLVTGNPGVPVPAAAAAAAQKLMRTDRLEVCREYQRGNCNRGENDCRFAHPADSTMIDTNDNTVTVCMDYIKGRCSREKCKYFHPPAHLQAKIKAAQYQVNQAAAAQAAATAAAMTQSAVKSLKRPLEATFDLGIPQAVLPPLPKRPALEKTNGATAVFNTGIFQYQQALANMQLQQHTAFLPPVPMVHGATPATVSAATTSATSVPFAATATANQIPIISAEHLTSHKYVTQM
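Compounds (final 92 nM to 58 uM) are added to His-tagged MBNL1 and biotin-(CUG)12, then terbium anti-His antibody and streptavidin-XL665 (5 nM final). After 60 min at room temperature, the 665/545 nm ratio is read.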
TCR activator: activators of T cell receptors; 330,000 tested, under 10 active; primary human leukocytes, anti-CD3, IL-2 HTRF, 48 h; Potency, µM (highest dose often 9.22 µM), for inactives: at the top dose activation of IL-2 secretion, actives largely listed as activators; further: % of control where 0% means no effect
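48 hr co-incubation of compounds, a-CD3 beads and primary human leukocytes; IL-2 quantified homogeneously by HTRF with anti-IL-2 K and d2 conjugates.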
ASM inhibitor: human S-ASM enzyme inhibition | P17405 | placental ASM, HMU-PC fluorogenic substrate, 60 min | Potency, µM (series often up to 57.5 µM), for inactives: at the top dose activity change, negative = inhibition, hits mostly inhibitors | 0.006% of 340,000 active; further: potency means the concentration at half of the fitted maximal effect
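Fluorescence read-out (Ex 386 nm, Em 447 nm) after stopping the reaction at pH 10. Enzyme: ASM from human placenta; substrate HMU-PC0, 9 uM final; 60 min, 37 °C. Compound preincubation 10 min, ambient temperature.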
Mito fusion yeast: mitochondrial division inhibition or fusion activation | S. cerevisiae fusion-defective mutant growth rescue, CellTiterGlo 48 h | Potency, µM (doses to about 46.1 µM), without a hit: at the highest dose growth rescue (activation), usual class: activators | 0.23% of 320,000 active;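 further: potency means the concentration at half of the fitted maximal effect; % of control where 0% means no effect; nearly all actives have a fitted effect of over 45% in size; temperature-sensitive fusion mutants such as fzo1-1 at 37 °C on non-fermentable ethanol glycerol medium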
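S. cerevisiae fusion-defective temperature-sensitive mutants (e.g. fzo1-1, mgm1-5) grown 48 h at 37C in YPEG (ethanol/glycerol non-fermentable) medium with 23 nl compound per well; growth rescue read as CellTiterGlo luminescence.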
* marks the source's active call; other numbers are inactive results; i = inactive; ? = inconclusive; nt = no result given; & = joins results of further samples; [ ] = dose if it differs, or a comment. Unless noted, the call rests on the fitted dose curve; in most records, active means well fitted curve in the direction sought with a large enough effect; inconclusive means small, poorly fitted or top-dose-only effect, or another doubt; inactive means no such curve, though single readings can be large; an effect the other way counts as inactive or inconclusive. Only part of the results is shown, so the mix of outcomes need not match the whole.

SMILES	Menin-MLL TR inh	TSHR antagonist	A-T KAP1 phos	CXXC DNA block	PTAP TSG101 blk	Integrin act MD	MBNL1-CUG inh	TCR activator	ASM inhibitor	Mito fusion yeast
C[C@@H]1CN(Cc2nc(-c3cccs3)no2)C[C@H](C)O1	-12%	13	1%	-21%	-2%	2%	-22%	5%	3%	-3%
COc1cccc(/C(O)=C2/C(=O)C(=O)N(CCN3CCOCC3)C2c2cccnc2)c1 (stereo not drawn)	-3%	9	-8%	-1%	-2%	-19%	21%	8%	0%	1%
COc1ccc(CN2CC[C@H]3C=CC[C@@H](C(=O)NCCc4ccccc4)[C@H]3C2=O)cc1OC	nt	nt	nt	nt	-1%	4%	nt	0%	-2%	nt
COc1ccc(-c2n[nH]c(C)c2-c2ccc(Cl)cc2)c(O)c1OC	7%	-3	3%	3%	3%	-27%	-4%	nt	-18%	-29%
COc1ccc(SN=C2C(C)=CC(=O)C=C2C)cc1	-18%	-13	-4%	12%	-3%	-38%[inhibitor]	-3%	1%	-15%	10%
Cc1ccc(OCCC(=O)N2CCN(c3ccc(O)cc3)CC2)cc1	nt	-2	4%	0%	-2%	-19%	-14%	-4%	0%	3%
CCc1c(C)nc(N2CCN(c3ccc(OC)cc3)CC2)[nH]c1=O	6%	-14	0%	-2%	0%	?	10%	1%	9%	2%
CCCC1OC23CCCCC2C(C#N)(C#N)C1(C#N)C(=N)O3 (stereo not drawn)	1%	4	0%	14%	-2%	-40%	?	-23%[46.1 µM]	i	2%
CN(C)C(=O)COc1ccc2cc(-c3ccccc3)c(=O)oc2c1	0%	7	26%	-6%	-6%	-11%	?	1%	nt	1%
CCCn1c(SCC(=O)Nc2nnc(-c3ccccc3)s2)nnc1-c1ccccn1	-9%	7	nt	-15%	-1%	9%	-5%	-10%	-7%	10%
O=C(NCc1ccccc1Cl)c1ccc(Br)o1	18%	-7	0%	35%[activator]	0%	-5%	1%	3%	-1%	0%
CCN1C(=NCCc2ccccn2)N[C@@H](c2cccc(F)c2)C(C(=O)OC)=C1C	0%&-11%	-3&3	0%&4%	9%&-9%	-3%	6%	-13%&-5%	2%	5%	2%&0%
Cc1ccc(-c2nn[nH]n2)cc1Cl	nt	32	4%	0%	1%	-10%	-2%	7%	5%	1%
CCC1(c2ccccc2)NC(=O)N(CC(=O)NNC(=O)c2ccc(F)cc2)C1=O (stereo not drawn)	nt	1	6%	nt	0%	3%	nt	-1%	-2%	1%
O=C1c2ccccc2S(=O)(=O)N1Cc1cc(=O)n2ccsc2n1	?	20	3%	1%	-2%	-21%	-4%	-17%	1%	-1%
CC(=O)c1ccccc1NC(=O)CC1(CC(=O)O)CCCCC1	1%	2	4%	4%	0%	19%	-1%	8%	-3%	0%
Cc1ccc(S(=O)(=O)NCCCN2CCOCC2)cc1C	-18%	17	11%	3%	-8%	8%	?	-8%[46.1 µM]	0%	2%
O=c1c2ccc([N+](=O)[O-])cc2ncn1CCOc1cccc(Br)c1	33%[activator]	-19	2%	6%	-2%	2%	?	-2%	-3%	4%
O=C(Nc1cccc2ncccc12)c1cccnc1	14%	15	4%	0%	-2%	-6%	13%	-3%	-2%	1%
Cc1ccc(S(=O)(=O)N[C@H](C(=O)N2CCC3(O)CCCCC3C2)c2ccccc2)cc1 (stereo partly drawn)	-4%	5	1%	-3%	-2%	13%	-3%	6%	1%	-1%
O=C(O)C1C2CC3C(OC(=O)C31)C2Cl (stereo not drawn)	-3%	-9	-12%	-2%	-4%	10%	9%	1%[46.1 µM]	1%	-2%
COc1cccc(CN(C)CC(=O)NCc2ccc(C)cc2)c1	?	-14	5%	9%	-5%	15%	1%	6%	0%	2%
COc1cccc(-c2noc(CCCC(=O)Nc3ccc(C(N)=O)cc3)n2)c1	?	-3	6%	13%	0%	5%	-4%	2%	-5%	-4%
COCCCN1C(=O)C(=O)/C(=C(/O)c2ccc(S(=O)(=O)N3CCOCC3)cc2)C1c1ccc(Cl)cc1 (stereo not drawn)	nt	3	-3%	0%	2%	?	17%	-2%	-1%	0%
CCOC(=O)N1CCN(C(=O)CSc2ccc(-c3cccc(OC)c3)nn2)CC1	-14%	15	-3%	-2%	-1%	-27%	-18%	7%	-1%	0%
(continued)
SMILES	Menin-MLL TR inh	TSHR antagonist	A-T KAP1 phos	CXXC DNA block	PTAP TSG101 blk	Integrin act MD	MBNL1-CUG inh	TCR activator	ASM inhibitor	Mito fusion yeast
COc1ccc(C(C)(C)C)cc1NS(=O)(=O)c1cccc2cccnc12	45%[activator]	-1	3%	10%	-1%	?	5%	-2%	-3%	2%
Cc1nc(NCCc2ccc(F)cc2)c2nnn(Cc3ccccc3)c2n1	1%	34	2%	-2%	1%	-2%	4%	-2%	-3%	-8%
COCCCn1c(C)nnc1SCC(=O)NCc1ccco1	19%	-6	-4%	3%	-2%	-11%	0%	2%[46.1 µM]	-4%	-1%
Cc1cccc(NCCNc2cccc(C)c2)c1	7%	1	-2%	4%	-4%	6%	-2%	4%	-2%	1%
CS(=O)(=O)N(CC(=O)Nc1ccccc1C(=O)N1CCOCC1)c1ccc2c(c1)OCO2	-16%	10	-11%	4%	-1%	-5%	-2%	10%	3%	1%
CCC(=O)Nc1nc2nc(-c3ccccc3)cc(=O)n2[nH]1	nt	2	2%	-11%	-6%	2%	11%	0%	2%	-8%
COc1ccccc1N(CC(=O)NCC1CCCO1)C(=O)CNS(=O)(=O)c1ccc(Cl)cc1 (stereo not drawn)	nt	-1	31%	0%	-4%	4%	1%	2%	1%	-1%
O=C1Nc2ccccc2SC1c1ccccc1Cl (stereo not drawn)	nt	nt	nt	nt	-6%	3%	nt	3%	0%	nt
Cc1ccccc1C(=O)Nc1nnc(-c2ccc(F)cc2)o1	8%	7	2%	-17%	0%	-8%	-6%	-3%	-1%	10%
CCc1cccc(OCCn2ccnc2)c1	0%	26	-3%	-4%	0%	-10%	nt	-5%[46.1 µM]	5%	-2%
CC1CCCN(CCCNC(=O)CCn2nc(-c3ccccc3)ccc2=O)C1 (stereo not drawn)	?	21	9%	7%	-1%	12%	2%	-8%	-4%	2%
O=C(c1cc(COc2ccc3ncccc3c2)on1)N1CCC(O)CC1	-20%	-25	2%	-13%	0%	-48%[inhibitor]	-1%	9%	-1%	-2%
Cc1cc(N2C(=O)NC(=O)CC2C)c(C)cc1C(C)C (stereo not drawn)	9%	0	2%	1%	0%	-6%	-1%[11.5 µM]	0%[46.1 µM]	-2%	-20%
CN1CCN(CCNC(=O)c2cc3c(=O)n(C)c4ccccc4c3n2C)CC1	-10%	6	23%	-3%	-6%	0%	-24%	5%	2%	-1%
O=C(C[C@H]1C/C=C\C[C@@H](Cc2ccc(F)cc2)C(=O)OC[C@@H]2CCCN2C1=O)NCCO	nt	1	7%	nt	nt	0%	nt	-4%	-1%	nt
CCN(CC)S(=O)(=O)c1ccc(N2CCN(c3cccc(OC)c3)CC2)c([N+](=O)[O-])c1	14%	-16	-7%	-5%	-4%	-15%	nt	-8%[46.1 µM]	-7%	0%
Cc1cc(C)c(S(=O)(=O)Nc2ccc(O)c(Sc3ncn[nH]3)c2)c(C)c1	6%	5	6%	3%	0%	24%	-13%	6%[46.1 µM]	0%	-3%
O=[N+]([O-])c1cccc2ccc(N3CCOCC3)nc12	10%	-6	-3%	-1%	1%	24%	?	-1%	-1%	-1%
CCCCNC(=O)c1cc2c(=O)n3cccc(C)c3nc2s1	2%	-2	11%	-1%	1%	0%	?	-1%	i	2%
Nc1c(Cl)c(Cl)nc(C(=O)N/N=C/c2ccco2)c1Cl	8%	7	1%	1%	-5%	-16%	?	nt	2%	-1%
Cc1cc(NC(=O)c2cccs2)ncc1NC(=O)c1cccc(F)c1	8%	5	-5%	-6%	-4%	?	1%	9%	-1%	6%
COc1cccc(N2CCN(C(=O)c3ccc4nc(N5CCC(C)CC5)sc4c3)CC2)c1	nt	0	-1%	2%	nt	nt	-9%	nt	nt	22%
Nc1c(Cl)ncnc1N/N=C/c1ccc(O)cc1	nt	-3	-11%	-13%	-3%	27%	?	-3%	6%	-2%
CC(Sc1nc(N2CCOCC2)c2c(c1C#N)CC(C)(C)OC2)C(=O)O (stereo not drawn)	-14%	-5	-5%	0%	-12%	13%	-6%	1%	-4%	-2%
COc1cccc(NC(=O)CN2C(=O)C(=O)N(C3CCCC3)C2=O)c1	nt	-10	0%	nt	1%	6%	nt	-8%	0%	nt
Fc1ccccc1N1CCN(CCCc2ccccc2)CC1	-20%	10	4%	5%	3%	-23%	-3%	4%	4%	1%
